# p53ts 32C kill: cytotoxicity in p53ts cells at permissive temperature; H1299-p53A138V at 32C, ATP luminescence viability, 24 h; Potency, µM (doses to about 46.1 µM), without a hit: top-dose activity change, negative = cytotoxicity, usual class: cytotoxic; 130,000 tested, 0.93% active;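 also: 0% = DMSO and -100% = full killing by reference compound; nearly all actives have a fitted effect of over 55% in size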
#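 Cells: H1299 p53ts (A138V), 600/well, pre-incubated 16–30 h at 37C. Cpd up to 46 uM, 24 h, 32C. Readout: ATPlite luminescence, 20 min RT. Normalization: DMSO vs tamoxifen 100 uM. AC50 by Hill equation.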
# IkB sig inh: suppresses IkB signaling in ABC-DLBCL reporter cells. ABC-DLBCL IkBa-CBG/CBR dual luciferase ratio, 4 h; response scale: scaled: untreated 0%, proteasome inhibitor 100%. Potency, µM (highest dose often 57.1 µM), for the others: top-dose IkBa stabilization activation. 110,000 tested, 0.04% active. AID 445; active = well fitted curve in the direction sought with a large enough effect in the signal ratio, not every such curve was filed as active; inconclusive = small, poorly fitted or top-dose-only effect, or a change in a side signal; the % refers to the signal ratio;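 also: the direction sought is a rising ratio; 0% = basal untreated cells and 100% = reference inhibitor full response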
#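 Luminescence ratio of IκBα-fused green versus native red beetle luciferase in OCI-Ly3 cells, 4 h post-doxycycline with compound; red signal alone, scaled from basal (0%) to zero light (-100%), flagged nonspecific or cytotoxic effects.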
# Peg3 imprint: genomic imprint erasure induction; AID 1948; Potency, µM (series often up to 60.7 µM), for inactives: top-dose activity change, positive = activation, usual class: activators; mouse ES Peg3-LacZ reporter, beta-gal luminescence, 40 h; 110,000 tested, 0.02% active;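 also: 0% = negative control wells on the plate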
#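 Gelatin-coated wells received 300 freshly trypsinized female ES cells with a Peg3LacZ-Neo reporter on the maternal allele, then incubated 40 hours at 37C. BetaGlo was added for 5 minutes at room temperature before a single luminescence read.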
# p53ts 39C kill: p53ts cell cytotoxicity, nonpermissive temperature; H1299-p53A138V viability at 39C, ATP luminescence, 24 h; Potency, µM (series often up to 46.1 µM), for inactives: at the top dose activity change, negative = cell killing, usual class: cytotoxic; 130,000 tested, 1.5% active; AID 902; also: nearly all actives have a fitted effect of over 55% in size
# The depositor's hits bear a star; ? = inconclusive; · = not tested or not shown; [ ] = dose if it differs, or a comment. Unless noted, calls follow the shape of the dose curve; as a rule, active = well fitted curve in the direction sought with a large enough effect; inconclusive = small, poorly fitted or top-dose-only effect, or another doubt; inactive = no such curve, though single readings can be large; an effect the other way counts as inactive or inconclusive. Unless noted, % is scaled to controls: 0 for no effect and ±100 for the full control effect; potency is read from the fitted curve at half-maximal effect.
1. CCOC(=O)C(NC(C)=O)C(OC(C)=O)c1cccc(N(CCO)CCO)c1 (stereo not drawn)
2. CCC(Oc1ccccc1)C(=O)Nc1nnc(C)s1 (stereo not drawn)
3. CSc1ccc(-c2nc3c(C)cccn3c2Nc2ccc3c(c2)OCCO3)cc1
4. Oc1c(C(c2ccco2)N2CCOCC2)sc2ncnn12 (stereo not drawn)
5. COc1ccc(CCNS(=O)(=O)c2ccc(F)c(C(=O)Nc3ccc(Cl)cc3)c2)cc1OC
6. CCOC(=O)c1sc2ccccc2c1S(=O)(=O)N1CCN(c2ccccc2)CC1
7. COc1ccc(S(=O)(=O)N2Cc3ccccc3CC2C(=O)Nc2cccc(C)c2)cc1OC (stereo not drawn)
8. O=C(Nc1ccc(S(=O)(=O)NCc2ccccc2)cc1)Nc1ccc2c(c1)OCO2
compound no.	1	2	3	4	5	6	7	8
p53ts 32C kill	0.7%	8.7%	6.3%	-3.5%	7.1%	13.0%	-15.7%	-10.4%
IkB sig inh	-1.2%	-0.1%	-2.7%	3.7%	?	-0.7%	?	0.0%
Peg3 imprint	-1.8%	-13.6%	-5.3%[10.9 µM]	-15.3%	-19.2%[10.9 µM]	-10.8%[10.9 µM]	-8.0%[10.9 µM]	-4.7%
p53ts 39C kill	10.6%	8.8%	0.3%	1.3%	-7.8%	14.3%	12.6%	-15.0%

9. CCn1cc(/C=C(\NC(=O)c2ccc(C)cc2)C(=O)NCCCn2ccnc2)c2ccccc21
10. COc1cc(NC(=O)CN2CCN(c3ccc(F)cc3)CC2)cc(OC)c1
11. CN(C)c1ccc(C(CNS(=O)(=O)c2ccc(Br)cc2)N2CCOCC2)cc1 (stereo not drawn)
12. O=C(CN1C(=O)CCC1=O)Nc1nc(-c2ccccn2)cs1
13. COc1ccc(C)cc1Nc1ncnc2c1c(-c1ccccc1)cn2-c1ccc(C)cc1
14. CCc1nc2sc3c(N4CCC(C)CC4)ncnc3c2c2c1CCCC2
15. CC(=O)Nc1ccc(C(=O)CSc2nnc3scc(-c4ccccc4)n23)cc1
16. Cc1ccc2nc(N3CCN(C)CC3)c(C#N)cc2c1
compound no.	9	10	11	12	13	14	15	16
p53ts 32C kill	-2.8%	-6.8%	1.4%	-1.4%	9.6%	-14.2%	-5.5%	-3.9%
IkB sig inh	1.6%	-1.2%	1.2%	-2.6%	?	-0.6%	1.8%	-1.1%
Peg3 imprint	-10.0%[10.9 µM]	-6.4%[10.9 µM]	7.1%[10.9 µM]	8.2%	-16.3%[10.9 µM]	-5.5%[10.9 µM]	·	-14.0%
p53ts 39C kill	3.7%	13.4%	-2.6%	8.6%	-22.2%	6.2%	5.1%	-8.1%

17. CC1CCCCC1NC(=O)C1CCN(S(=O)(=O)c2ccc3c(c2)CCC(=O)N3)CC1 (stereo not drawn)
18. O=C(Cn1nc(-c2ccc(Cl)cc2)c2ccccc2c1=O)Nc1cccc(C(F)(F)F)c1
19. CCc1nn(CC(=O)NCCc2ccc(OC)cc2OC)c(=O)c2cc3occc3n12
20. Cc1ccc2c(=O)c(C(=O)c3cccc(Cl)c3)cn(CC(=O)NCc3ccc(F)cc3)c2n1
21. Cn1c(=O)c(=O)n(C)c2cc(S(=O)(=O)N3CCCC3C(=O)Nc3cccc(F)c3)ccc21 (stereo not drawn)
22. COCC(=O)N(C)c1nnc(-c2cnc(C)cn2)s1
23. Cc1cccc(CNc2cc(-c3cccnc3)ncn2)c1
24. COc1cc(Br)cc(CN2CCN(C=O)CC2)c1O
compound no.	17	18	19	20	21	22	23	24
p53ts 32C kill	1.7%	13.7%	1.3%	11.1%	1.3%	-9.0%	-0.5%	-1.3%
IkB sig inh	3.3%	?	-0.1%	3.3%	?	1.0%	-2.6%[11.4 µM]	-0.5%
Peg3 imprint	1.7%	-2.5%[10.9 µM]	-12.5%[10.9 µM]	-2.2%[10.9 µM]	-1.2%[10.9 µM]	-22.7%	-12.8%	-0.4%
p53ts 39C kill	-3.2%	4.6%	2.5%	-22.8%	-15.3%	-7.0%	-14.1%	5.7%

25. O=C(NCN1CCCCC1)c1cnccn1
26. CCOC(=O)C(C(=O)Nc1cccc(C)n1)C1CCCCC1 (stereo not drawn)
27. Cc1c(F)cccc1NS(=O)(=O)c1ccccc1C#N
28. O=C(Cn1c(=O)c2cccn2c2ccc(F)cc21)NCc1cccc(Cl)c1
29. Cc1ccc2c(=O)cc(C(=O)Nc3sc4c(c3C(=O)NCc3ccco3)CCC4)oc2c1
30. COc1ccc(C2CC(C(F)(F)F)n3nc(C(N)=O)c(Cl)c3N2)cc1OC (stereo not drawn)
31. C[N+]1=C2CCCCCN2C(O)(c2ccccc2)C1 (stereo not drawn)
32. COC(=O)c1ccccc1NC(=O)Cn1cnc2sc(C)c(S(=O)(=O)N3CCC(C)CC3)c2c1=O
compound no.	25	26	27	28	29	30	31	32
p53ts 32C kill	11.1%	22.6%	12.5%	2.5%	-4.1%	6.4%	-2.4%	3.6%
IkB sig inh	0.6%	-1.1%	-0.6%	1.1%	-1.7%	-1.0%	0.4%	?
Peg3 imprint	3.7%	-7.0%	1.8%	-19.5%[10.9 µM]	20.2%[10.9 µM]	-7.5%	-8.8%	-12.8%[10.9 µM]
p53ts 39C kill	4.1%	3.5%	8.4%	-17.7%	29.2%	-15.8%	-2.8%	6.1%

33. O=C1C(=O)N(C2CCN(S(=O)(=O)c3ccccc3)CC2)CCN1Cc1ccccc1
34. COc1ccc(N2C3=[N+](CC2(C)O)c2ccccc2CC3)cc1 (stereo not drawn)
35. CC(=O)Nc1cc(C(=O)NCc2ccc(F)cc2)ccc1S(=O)(=O)c1ccc(C)cc1
36. CC1(C)CC(=O)C=C(Nc2ccccn2)C1
37. Cc1ccc(Cn2nnc3c(=O)n(CC(=O)c4ccccc4)cnc32)cc1
38. Cn1c(C(=O)N2CCN(c3ccccn3)CC2)cc2c(=O)n(C)c3ccccc3c21
39. COc1ccc(CCN2C(=O)CC(N3CCOCC3)C2=O)cc1OC (stereo not drawn)
40. O=C(CCC1CCCC1)N1CCN(C(=O)COc2ccccc2)CC1
compound no.	33	34	35	36	37	38	39	40
p53ts 32C kill	-1.4%	-15.1%	1.7%	6.3%	12.1%	-3.9%	0.6%	3.7%
IkB sig inh	-1.4%	-1.0%	0.2%	1.0%	1.4%	-1.3%	·	2.4%
Peg3 imprint	4.7%[10.9 µM]	-17.0%	-8.9%[10.9 µM]	-9.1%	-1.8%	-4.2%	·	-12.5%
p53ts 39C kill	-16.9%	-29.2%	-11.1%	-2.7%	3.8%	-8.4%	8.9%	0.2%

41. COC(=O)c1ccc(NC(=O)CN2C(=O)CCc3cc(S(=O)(=O)N4CCCCC4)ccc32)cc1
42. CCCn1c(-c2ccc(F)cc2)nc2c(NCCN3CCCC3)nc(C)nc21
43. CC1(C)Cc2ccccc2-c2nnc(SCC(=O)Nc3nc4ccccc4s3)n21
44. COc1ccc(CCNC(=O)CSc2nnc(-c3ccc(F)cc3)o2)cc1OC
45. Cc1cc(C)cc(-n2ccn(Cc3ccc(F)cc3)c(=O)c2=O)c1
46. COC(=O)CSc1nc(N)c(C#N)c(C(C)C)c1C#N
47. O=C(Nc1nnc(S(=O)(=O)N2CCCc3ccccc32)s1)c1ccccc1Br
48. NC(=O)SCC(=O)Nc1ccc(Cl)cc1
compound no.	41	42	43	44	45	46	47	48
p53ts 32C kill	8.9%	-4.2%	-0.9%	3.7%	-29.7%	4.3%	-1.1%	-26.0%
IkB sig inh	5.2%	·	2.7%	2.4%	?	0.2%	-1.2%	·
Peg3 imprint	1.3%[10.9 µM]	-13.4%	-3.7%	·	?	7.1%	-3.4%[10.9 µM]	·
p53ts 39C kill	-17.8%	-1.1%	-17.7%	-0.4%	?	4.3%	4.5%	-2.6%

# 4 entries drawn at random from those above:
30. COc1ccc(C2CC(C(F)(F)F)n3nc(C(N)=O)c(Cl)c3N2)cc1OC (stereo not drawn)
36. CC1(C)CC(=O)C=C(Nc2ccccn2)C1
46. COC(=O)CSc1nc(N)c(C#N)c(C(C)C)c1C#N
37. Cc1ccc(Cn2nnc3c(=O)n(CC(=O)c4ccccc4)cnc32)cc1
compound no.	30	36	46	37
p53ts 32C kill	6.4%	6.3%	4.3%	12.1%
IkB sig inh	-1.0%	1.0%	0.2%	1.4%
Peg3 imprint	-7.5%	-9.1%	7.1%	-1.8%
p53ts 39C kill	-15.8%	-2.7%	4.3%	3.8%

# Four compounds already listed, ordered by count of non-hydrogen atoms, smallest number first.
48. NC(=O)SCC(=O)Nc1ccc(Cl)cc1
46. COC(=O)CSc1nc(N)c(C#N)c(C(C)C)c1C#N
45. Cc1cc(C)cc(-n2ccn(Cc3ccc(F)cc3)c(=O)c2=O)c1
44. COc1ccc(CCNC(=O)CSc2nnc(-c3ccc(F)cc3)o2)cc1OC
compound no.	48	46	45	44
p53ts 32C kill	-26.0%	4.3%	-29.7%	3.7%
IkB sig inh	·	0.2%	?	2.4%
Peg3 imprint	·	7.1%	?	·
p53ts 39C kill	-2.6%	4.3%	?	-0.4%

# Next compounds
49. Oc1cc(Cc2ccccc2)cnc1CN1CCCCC1
50. Cc1cc(C)cc(OCc2cc(=O)n3c(-c4ccccc4)csc3n2)c1
51. COc1cccc(CN(C)C(=O)c2ccc(S(=O)(=O)N3CCCC3)cc2)c1OC
52. c1ccc(-c2ncnc3nc4n(c23)CCC4)cc1
53. CN(C)S(=O)(=O)c1cccc(C(=O)OCC(=O)Nc2sccc2C(N)=O)c1
54. CCC(=O)N1CCCc2cc(S(=O)(=O)N3CCN(C4CCCCC4)CC3)ccc21
55. Cc1cccc(NC(=O)N2CCC(NC(=O)c3ccccc3C)CC2)c1
56. CC(=O)N1CCOc2cc(S(=O)(=O)Nc3cccc(C(F)(F)F)c3)c(Cl)cc21
compound no.	49	50	51	52	53	54	55	56
p53ts 32C kill	-7.0%	11.3%	-12.5%	-0.2%	1.7%	-5.2%	4.2%	2.0%
IkB sig inh	-3.0%	0.8%	-0.5%	1.0%	?	1.6%	0.8%	-1.6%
Peg3 imprint	-15.8%	-6.8%[10.9 µM]	-10.4%	0.4%	-10.9%	-11.5%	-0.5%	10.2%[10.9 µM]
p53ts 39C kill	-3.4%	-0.2%	-3.8%	5.6%	-1.1%	-13.9%	0.3%	9.2%

57. Cc1ccc2c(CC(=O)N3CCN(S(=O)(=O)c4ccc5c(c4)OCCO5)CC3)coc2c1
58. O=C(Nc1ccc(Br)cc1)c1cc(S(=O)(=O)N2CCc3ccccc32)ccc1F
59. CC1=C(C(N)=O)C(c2ccc(F)cc2)n2nc(-c3ccc(N(C)C)cc3)nc2N1 (stereo not drawn)
60. Cc1cc(=S)[nH]c2ccccc12
61. O=C(O)c1cc2c(s1)-c1ccccc1OC2
62. CC(C)CCNC(=O)c1ccc2nc(CCc3ccccc3)oc2c1
63. CS(=O)(=O)Nc1cccc(-c2cncnc2NCc2cccnc2)c1
64. CC(=O)Nc1sc(N/N=C\c2cccc(Cl)c2)nc1-c1cccs1
65. CCOc1ccccc1NC(=O)c1ccc(NC(=O)c2ccco2)cc1
66. CCCCC#Cc1nc(NC)c2ncn([C@@H]3O[C@@H](CO)[C@H](O)[C@H]3O)c2n1
67. CCOC(=O)c1ccc(NC(=O)CSc2ccc3ccccc3n2)cc1
compound no.	57	58	59	60	61	62	63	64	65	66	67
p53ts 32C kill	-2.4%	0.0%	-12.2%	-5.1%	5.9%	3.5%	11.1%	-7.4%	1.1%	8.5%	-8.7%
IkB sig inh	1.5%	?	6.5%	-1.1%	2.5%	-1.9%	-0.7%[11.4 µM]	·	·	0.9%	1.7%
Peg3 imprint	-14.0%	-15.5%[10.9 µM]	-5.0%[10.9 µM]	-5.4%	-7.6%	8.7%[10.9 µM]	1.8%	·	·	-1.4%	-20.0%[10.9 µM]
p53ts 39C kill	-7.4%	?	4.3%	-16.9%	-1.9%	0.6%	11.4%	?	32.9%	-15.6%	1.5%
